Screening data (PubChem)
MT1-MMP act inh: MT1-MMP (human) activation inhibition | P50281 | HT1080 RFP-PRO-GFP cells, GFP/RFP ratio fluorescence, overnight; percent of plate control window, DMSO zero | GFP/RFP ratio change, % at 20 µM | 360,000 tested, 0.061% active;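 active = GFP/RFP ratio change of at least 30% with cell ATP level not reduced by more than half and red fluorescence within 50% of control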; also: strong numbers were not always called active
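Assay system: HT1080 RFP-PRO-GFP cells | Dosing: 20 µM single dose, 1% DMSO | Incubation: Cells overnight before dosing, compound overnight, 37 °C, 5% CO2 | Evaluation: GFP/RFP fluorescence ratio | Control set: DMSO-only wells and HT1080 RFP-L50D-GFP cell wells as references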
Rin1-Abl PPI inh: human Rin1-Abl interaction inhibition; 360,000 tested, 0.4% active; TR-FRET Rin1/Abl binding, biochemical; P00519+Q13671; inhibition, % at 7.35 µM; in the data active = inhibition above about 5%, passing the limit was not always enough
NadD inh: blocks S. aureus nicotinate mononucleotide adenylyltransferase; purified NadD enzyme, colorimetric absorbance read-out; inhibition, % at 20 µM; 360,000 tested, 0.78% active; AID 602399; in the data active = inhibition above about 26%; also: some compounds past the cut are filed as inactive
FAS-TE inh: inhibitors of human fatty acid synthase thioesterase domain | recombinant FAS-TE, OMFH fluorogenic substrate, fluorescence endpoint | inhibition, % at 15 µM | 360,000 tested, 0.67% active | AID 602261;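 active = compounds whose normalised, plate-corrected inhibition of enzyme fluorescence in the single-dose primary screen is 50% or more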;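 also: 0% = DMSO with enzyme and 100% = substrate without enzyme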
Rpn11 block: Rpn11 (human) deubiquitinase inhibition. O00487. human 26S proteasome, Ub4-pepOG fluorescence polarization; 20S core pre-blocked with epoxomicin. calls only at 20 µM. 360,000 tested, 0.59% active;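 active = inhibition at 20 µM, scaled to each plate's controls, above about 33%, limit read from the data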
Target sequence (O00487 whole entry, looked up): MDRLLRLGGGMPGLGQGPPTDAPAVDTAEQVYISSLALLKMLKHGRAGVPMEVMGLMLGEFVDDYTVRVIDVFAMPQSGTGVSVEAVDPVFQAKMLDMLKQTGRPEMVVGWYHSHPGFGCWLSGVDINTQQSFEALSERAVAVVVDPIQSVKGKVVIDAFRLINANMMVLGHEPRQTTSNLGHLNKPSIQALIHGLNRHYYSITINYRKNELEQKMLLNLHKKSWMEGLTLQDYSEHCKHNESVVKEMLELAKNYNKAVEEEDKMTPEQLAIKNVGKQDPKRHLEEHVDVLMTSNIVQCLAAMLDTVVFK
CSN deneddyl inh: CSN deneddylation inhibition; Q92905; Purified CSN, SCF-Nedd8-OG deneddylation, fluorescence polarization; inhibition, % at 12.5 µM; 360,000 tested, 0.38% active;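 active = pattern-corrected inhibition above about 35%, with an unprinted fluorescence ratio check between 0.5 and 1.5, limit read from the data, passing the limit was not always enough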;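 also: 0% = enzyme with substrate and 100% = substrate without enzyme; some results filed as inactive read as strong as hits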
Target sequence (Q92905 whole entry, looked up, one chain of several): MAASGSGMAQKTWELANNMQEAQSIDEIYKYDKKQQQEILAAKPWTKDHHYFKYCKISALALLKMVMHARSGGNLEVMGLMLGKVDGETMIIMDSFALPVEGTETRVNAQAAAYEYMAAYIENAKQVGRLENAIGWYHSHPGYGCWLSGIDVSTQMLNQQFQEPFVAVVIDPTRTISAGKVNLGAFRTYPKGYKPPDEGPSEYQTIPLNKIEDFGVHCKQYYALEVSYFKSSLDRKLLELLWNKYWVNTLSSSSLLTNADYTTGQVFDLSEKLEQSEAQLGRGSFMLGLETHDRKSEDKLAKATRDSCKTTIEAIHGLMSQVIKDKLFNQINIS
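Assay system: purified human Csn5 enzyme expressed in HEK293T cells; Input: 0.24 nM Csn5 enzyme, final concentration; Reagent: 10 nM SCFSkp2-Nedd8OG; Compound dosing: 12.5 µM single point; Times: reaction 90 min, room temperature; Technique: fluorescence polarization readout.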
Neddyl block: cullin neddylation inhibition; P61081+Q13564; TR-FRET cullin neddylation, biochemical; calls only at 25 µM; 360,000 tested, 0.58% active; AID 651699; in the data active = inhibition above about 36%
PABP1 MLLE inh: blocks PAM2 peptide binding to the PABP1 MLLE domain | GST-MLLE / FITC-PAM2 fluorescence polarization | inhibition, % at 20 µM | 360,000 tested, 0.36% active | AID 588489; in the data active = inhibition above about 35%, passing the limit was not always enough;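 also: plate controls were DMSO wells with GST-MLLE for no effect and wells lacking GST-MLLE protein for full effect; some results filed as inactive read as strong as hits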
SKN-1 block: inhibitors of C. elegans SKN-1. C. elegans VP596 Pgst-4::GFP/RFP ratio, acrylamide-induced, 24 h. AID 624304. 360,000 tested, 0.49% active. inhibition, % at 21.8 µM;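 active = interference check ratio from 0.5 to 1.5 plus GFP to RFP signal ratio inhibition reaching or exceeding a fixed threshold, cut at about 30% in these data, passing the limit was not always enough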; also: some compounds called inactive have numbers as strong as hits
* marks the source's active call; other numbers are inactive results; i = inactive; nt = not tested or not shown; + = active, no number.

SMILES	MT1-MMP act inh	Rin1-Abl PPI inh	NadD inh	FAS-TE inh	Rpn11 block	CSN deneddyl inh	Neddyl block	PABP1 MLLE inh	SKN-1 block
O=C(NCCCN1CCN(c2ccc(F)cc2)CC1)NC12CC3CC(CC(C3)C1)C2	0	2	-4	0	i	1	i	1	12
Nc1ccc(CC(N)c2csc(Nc3nncc4ccccc34)n2)cc1 (stereo not given)	-1	-5	9	-7	i	-1	i	-7	11
COc1ccc(NC(=O)CSc2nc3ccccc3nc2N2CCOCC2)cc1	-2	-3	-5	12	i	-6	i	5	0
O=C(CN(c1cccc(C(F)(F)F)c1)S(=O)(=O)c1ccc(Cl)c([N+](=O)[O-])c1)NCc1ccccc1	3	-4	-3	12	i	1	i	-8	0
COCCN1CCN(C(=O)C2CCC(=O)N(Cc3ccccc3F)C2)CC1 (stereo not given)	-3	-5	-3	-2	i	6	i	4	6
CN(CCc1ccccc1)C(=O)c1cccc(NC(=O)Cc2cccc([N+](=O)[O-])c2)c1	4	0	2	24	i	4	i	-2	-1
CCNC(=S)Nc1cc(C(=O)N2CCCC2)ccc1N1CCCC1	3	0	-1	-3	i	-1	i	-3	-12
CC(NC(=O)CN(Cc1ccccc1)S(=O)(=O)c1ccccc1)c1cccnc1 (stereo not given)	7	-1	-3	-5	i	0	i	1	-5
Cn1c(=O)c2c(nc(N3CCCC3)n2C)n(C)c1=O	-3	5	-6	-5	i	1	i	-11	-14
CCN(C(=O)COC(=O)CNC(=O)c1sc2ccccc2c1Cl)C1CCCCC1	2	-14	-5	18	i	-1	i	-6	5
CC(C)CCOc1ccc(C(=O)C[N+]2(C)CCOCC2)cc1	4	1	6	-7	i	-5	i	-137	16
COc1ccc(C2CC(c3cccs3)=NN2C(=O)CSC2=NCCS2)cc1 (stereo not given)	-5	-2	11	21	+	1	+	-15	7
CCOC(=O)C1=C(C)C/C(=N\NC(=O)c2ccccc2O)CC1	-2	-4	1	-7	i	3	i	1	9
Cc1ccc(S(=O)(=O)N2CCOCC2)cc1NC(=O)CSc1nnnn1C	-13	0	-10	-2	i	-3	i	-9	-9
Cc1c(Cl)cccc1NC(=O)CS(=O)(=O)c1ccccc1	-4	-1	-9	-5	i	1	i	-5	16
Nc1nc(-c2cccnc2)nn1C(=O)CCc1ccccc1	0	3	4	-8	i	-8	i	1	-1
CCN(C(=O)COC(=O)CCOc1ccc(C(C)(C)C)cc1)c1c(N)n(Cc2ccccc2)c(=O)[nH]c1=O	-1	6	1	-3	i	-1	i	-10	-1
Cc1ccc(-c2noc(CCC(=O)NCc3ccccc3CN3CCOCC3)n2)cc1	6	0	1	0	i	0	i	14	14
CCOC(=O)N1CCC2(CC1)C(C#N)=C(N)OC1=C2C(=O)CC(C)(C)C1	0	1	5	2	i	2	i	-2	-6
COc1ccc(CC(=O)NCc2nn(-c3ccccc3)nc2C)cc1OC	-1	-2	-2	-1	i	2	i	7	4

A few values from the results shown.
`COc1ccc(C2CC(c3cccs3)=NN2C(=O)CSC2=NCCS2)cc1` (stereo not given) – Rin1-Abl PPI inh = -2
`Cc1c(Cl)cccc1NC(=O)CS(=O)(=O)c1ccccc1` – NadD inh = -9
`CCOC(=O)C1=C(C)C/C(=N\NC(=O)c2ccccc2O)CC1` – MT1-MMP act inh = -2
`CC(C)CCOc1ccc(C(=O)C[N+]2(C)CCOCC2)cc1` – CSN deneddyl inh = -5

Carrying on.
SMILES	MT1-MMP act inh	Rin1-Abl PPI inh	NadD inh	FAS-TE inh	Rpn11 block	CSN deneddyl inh	Neddyl block	PABP1 MLLE inh	SKN-1 block
Cc1nc(SCC(=O)N2CCN(c3ccccn3)CC2)c(C#N)c(C)c1C	-2	4	1	26	i	-4	i	-2	7
Nc1nc(SCC(=O)N2CCCCCC2)[nH]c(=O)c1NC(=O)c1ccco1	-3	0	1	-4	i	0	i	30	0
Cc1ccc(C(=O)Nc2ccc(SC(F)F)cc2)s1	5	2	-3	17	i	1	i	3	8
COC(=O)C1=NN(c2ccccc2)C2C(=O)N(c3ccccc3OC)C(=O)C12 (stereo not given)	2	-6	6	-8	i	0	nt	7	-2
COc1ccc(N/C(N)=N/c2nc(C)cc(C)n2)c(OC)c1	1	0	-2	-6	i	-3	i	6	9
Cc1sc2ncnc(Oc3ccc(-n4ccnc4)cc3)c2c1C	-7	0	8	-2	i	-2	i	-17	13
C=CCNC(=O)C(C#N)c1nc2ccccc2nc1N1CCN(Cc2ccccc2)CC1 (stereo not given)	-4	0	6	7	i	-1	+	17	3
Cc1cc(C)c(O)c(NC(=S)NC(=O)Cc2ccccc2)c1	3	0	-1	8	i	3	i	42*	-2
CCN(C(=O)CSc1nc2ccccc2c(=O)n1-c1ccccc1F)C1CCS(=O)(=O)C1 (stereo not given)	2	6	-4	1	i	-4	i	2	-11
Cc1ccc(NC(=S)NNC(=O)c2c(Cl)c(C)nn2C)cc1	3	1	-3	-11	i	3	i	15	-5
Cc1oc(-c2ccc(Cl)cc2)nc1CS(=O)CC(=O)NCc1ccc2c(c1)OCO2 (stereo not given)	2	-1	2	4	i	-2	i	0	-5
O=C(Cc1ccccc1[N+](=O)[O-])NCc1ccc(Cl)cc1	11	-4	-2	-1	i	1	i	-10	-5
O=C(COc1ccc2c3c(c(=O)oc2c1)CCC3)NC(Cc1ccc(Cl)cc1)C(=O)O (stereo not given)	-1	-4	0	0	i	-1	i	-2	7
CCOc1ccc(NC(=O)CN2CCN(c3ccc(F)cc3)CC2)cc1S(=O)(=O)N1CCCC1	4	-3	8	8	i	-3	i	-37	-6
CC1CC(C)CN(C(=O)CSCC(=O)Nc2nc(-c3cccs3)cs2)C1 (stereo not given)	-1	1	-4	-28	i	-4	i	22	2
O=C(NC(=S)Nc1cccc(O)c1)c1ccco1	-2	2	-7	-4	i	-1	i	33	22
COC1CCN(Cc2c(C(=O)N3C[C@@H](C)O[C@@H](C)C3)nc3ccc(Cl)cn23)CC1	0	4	-6	-4	i	-5	i	-8	-13
COc1ccc(CCNC(=O)c2cnn3cccnc23)cc1OC	2	3	-5	-8	i	5	i	10	14
COc1ccc(-c2noc(Cc3ccc(Cl)cc3)n2)cc1OC	0	-2	-5	30	i	6	i	9	-18
COc1ccc(NC(=O)c2cc(S(=O)(=O)N3CCCC3)cn2C)cc1Cl	0	2	-8	-1	i	-2	i	5	10
Cc1cc(-n2c(C)cc(C(=O)CSc3nc4ccccc4c(=O)n3Cc3ccco3)c2C)no1	-1	2	5	22	i	1	i	-53	-25
Cc1ccc(C(=O)N/N=C\c2ccc3c(c2)OCO3)cn1	0	0	-4	-4	i	2	i	-4	0
COc1ccc2nc3cc(Cl)ccc3c(Nc3cc(C(C)C)c(O)cc3C)c2c1	-6	0	15	5	i	4	i	12	-5
COc1ccc(Br)c(C(=O)NC(C)(C)CO)c1	1	-4	-2	-2	i	-4	i	0	-5
O=C(Nc1ccc(S(=O)(=O)Nc2ncccn2)cc1)c1ccccc1NS(=O)(=O)c1ccc(F)cc1	4	-1	9	-8	i	3	nt	2	-2
O=C(COn1nnc2ccc(S(=O)(=O)N3CCOCC3)cc21)Nc1c(F)c(F)c(F)c(F)c1F	-2	1	-1	-5	i	4	i	-2	-1
COc1ccc(-n2cc(C(=O)c3ccc4ccccc4c3O)cn2)cc1	2	1	-2	-1	i	2	i	4	-9
CC(=O)c1ccccc1C(=O)N1CCCC(CNC(=O)c2ccccc2Cl)C1 (stereo not given)	-1	2	-3	-7	i	11	i	1	8
O=C1C=C(c2ccc3ncccc3c2)C[C@@H](c2ccc(Cl)cc2)C1	1	-5	5	23	i	1	i	12	1
Cc1ccccc1-n1nnnc1SCC(=O)c1c(N)n(C2CC2)c(=O)[nH]c1=O	-3	1	-7	-2	i	1	i	-4	-7

Molecules above containing a thiophene ring, fused or not (5):
SMILES	MT1-MMP act inh	Rin1-Abl PPI inh	NadD inh	FAS-TE inh	Rpn11 block	CSN deneddyl inh	Neddyl block	PABP1 MLLE inh	SKN-1 block
CCN(C(=O)COC(=O)CNC(=O)c1sc2ccccc2c1Cl)C1CCCCC1	2	-14	-5	18	i	-1	i	-6	5
COc1ccc(C2CC(c3cccs3)=NN2C(=O)CSC2=NCCS2)cc1 (stereo not given)	-5	-2	11	21	+	1	+	-15	7
Cc1ccc(C(=O)Nc2ccc(SC(F)F)cc2)s1	5	2	-3	17	i	1	i	3	8
Cc1sc2ncnc(Oc3ccc(-n4ccnc4)cc3)c2c1C	-7	0	8	-2	i	-2	i	-17	13
CC1CC(C)CN(C(=O)CSCC(=O)Nc2nc(-c3cccs3)cs2)C1 (stereo not given)	-1	1	-4	-28	i	-4	i	22	2

The list goes on:
SMILES	MT1-MMP act inh	Rin1-Abl PPI inh	NadD inh	FAS-TE inh	Rpn11 block	CSN deneddyl inh	Neddyl block	PABP1 MLLE inh	SKN-1 block
COCC1CCN(Cc2c(C(=O)N3CCN(C4CCCCC4)CC3)nc3ccccn23)C1 (stereo not given)	-1	3	-1	-7	i	-8	nt	27	4
O=C(C[n+]1cc(Br)cc2ccccc21)c1ccc(Cl)cc1	-10	-1	0	-2	i	7	i	-28	-9
Cc1cccc(-c2noc(CNC(=O)c3ccco3)n2)c1	2	3	-3	-2	i	3	i	5	12
Nc1nc(SCC(=O)NCC2CCCO2)[nH]c(=O)c1NC(=O)c1ccc(F)c(F)c1 (stereo not given)	0	-3	-5	0	i	-1	i	1	2
O=C(CN1CCCCCC1)Nc1c(Cl)cc(Cl)cc1Cl	9	0	8	2	i	-4	i	1	3
CN(C)c1cccc(Nc2ccc(-c3ccc(OC(F)(F)F)cc3)cn2)c1	3	-4	20	-1	i	-10	i	-7	19
O=P(COCCO)(c1ccccc1)c1ccccc1	5	3	-3	-6	i	-4	i	-9	-9
CC(OC(=O)c1ccc(-c2ccc([N+](=O)[O-])cc2)o1)C(=O)NC(N)=O (stereo not given)	0	-3	-3	10	i	-1	i	14	1
O=C(CSc1ncnc2c1nnn2-c1ccc(F)cc1)NCc1ccco1	0	-1	-1	-17	i	0	i	21	-3
N#Cc1ncn(C2OC(CO)C(O)C2O)c1N (stereo not given)	-1	4	-3	-8	i	-1	i	-6	-8
CCOc1ccccc1N1CCN(CC(=O)Nc2cc(C)on2)CC1	2	0	-6	-4	i	4	i	-3	-14
Cc1ccc(NC(=O)c2ccc(CSc3nnnn3C)cc2)cc1	1	2	-2	-5	i	2	i	-9	-2
O=C(CSc1c2c(nc3ccc(Cl)cc13)CCCC2)NCc1ccco1	-9	-16	4	8	i	10	i	28	83*
c1cc(CN2CCN(C3CCCCCC3)CC2)ccn1	-5	1	2	-2	i	10	i	3	0
COc1cc(C2NC(=O)c3ccccc3O2)ccc1OC(C)C (stereo not given)	-1	-2	-2	-4	i	-5	i	-4	6
COc1cccc(Cn2c3ccc(NC(=O)Cc4ccccc4C)cc3c(=O)n2C)c1	5	-2	1	-1	i	-1	nt	-5	2
CCOC(=O)c1ccc(N2CN(CC)CNC2=S)cc1	4	1	-5	-10	i	-1	i	-16	1
CC(=O)c1cccc(NC(=O)N2CCCC2C(=O)NCCC(C)C)c1 (stereo not given)	7	-2	-1	-8	i	2	i	-2	10
COc1ccc(-c2nc(-c3ccc(Br)o3)no2)cc1OC	-4	-3	-6	12	i	6	i	-2	8
Cc1ccc(NS(=O)(=O)c2c(C)nc3sccn3c2=O)cc1	2	-1	5	1	i	-6	i	10	6
COCCCNC(=O)c1ccc(CS(=O)(=O)c2ccc(OC)cc2)o1	0	-3	-2	-4	i	-4	i	7	13
O=[N+]([O-])c1ccc(N2CCOCC2)cn1	3	1	-5	-3	i	5	i	-2	14
O=C(CCN1C(=O)c2ccccc2S1(=O)=O)Nc1ccccc1	-1	-1	0	-7	i	2	i	-3	-10
